Bioassay records as filed in PubChem BioAssay.
LDHA inh: qHTS assay for inhibitors of human lactate dehydrogenase | purified LDHA, NADH/diaphorase-resazurin fluorescence; hits give low values | activity change, % (values are at about 110 or 230 µM) | actives 0.15% (n = 480,000) | L-lactate dehydrogenase A chain (Homo sapiens), P00338; in the data active means activity change below about -30%; inconclusive means mostly about -25% to -30%;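 further: plate controls were DMSO wells for no effect and wells without enzyme for full effect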
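Enzyme activity of human lactate dehydrogenase 5 (2 nM; 0.06 mM NADH, 0.2 mM pyruvate, 5 min, RT) is measured via a resazurin/diaphorase fluorescence readout of residual NADH.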
TrxR1 substrate: qHTS Assay for Substrates of Mammalian Selenoprotein Thioredoxin Reductase 1 (TrxR1): qHTS | actives 0.01% (n = 390,000) | purified TrxR1 substrate turnover, NADPH consumption readout | Thioredoxin reductase 1, cytoplasmic (Rattus norvegicus), O89049 | Potency, µM (titrated, usually from 114 µM), inactives show top-dose activity change, negative = substrate turnover; further: potency means the concentration at half of the fitted maximal effect; on the % scale 0 is the no-effect control and ±100 the full control effect; nearly all actives have a fitted effect of over 50% in size
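Rat TrxR1, dispensed at 90 nM, was prereduced with 400 uM NADPH (final) for 5 min at ~22 deg C, then incubated with compound 15 min before 400 uM selenite. A first-read NADPH fluorescence drop versus no-compound background flagged substrates.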
Vif-APOBEC3G blk: qHTS for Inhibitors of Vif-A3G Interactions: qHTS; Potency, µM (doses to about 46.1 µM), without a hit: at the highest dose activity, negative = active, hits mostly inhibitors; DNA dC->dU-editing enzyme APOBEC-3G (Homo sapiens), Q9HC16; HeLa A3G-eYFP + Vif (tagged APOBEC3G with the HIV-1 protein that degrades it), YFP fluorescence, overnight; actives 0.076% (n = 410,000);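 further: potency means the concentration at half of the fitted maximal effect; on the % scale 0 is the no-effect control and ±100 the full control effect; nearly all actives have a fitted effect of over 60% in size; hits raise eYFP signal because A3G escapes Vif-driven loss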
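HeLa cells stably expressing Vif and C-terminally eYFP-tagged A3G, seeded overnight at 37 deg C, then exposed to compound by pintool overnight at 37 deg C. Rise in yellow fluorescence (Ex 488/Em 500-530, Acumen) marks blocked Vif-driven A3G degradation.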
RGS4 inh: Inhibitors of Regulator of G Protein Signaling (RGS) 4: qHTS; actives 0.039% (n = 390,000); Regulator of G-protein signaling 4 (Homo sapiens), P49798; Potency, µM (series often up to 114 µM), without a hit: top-dose activity change, negative = inhibition, actives largely listed as inhibitors; Transcreener GDP fluorescence polarization, RGS4-accelerated GTP hydrolysis; further: potency means the concentration at half of the fitted maximal effect; on the % scale 0 is the no-effect control and ±100 the full control effect; nearly all actives have a fitted effect of over 75% in size; some results filed as inactive show a strong effect at the top dose
Target sequence (P49798 whole entry, looked up): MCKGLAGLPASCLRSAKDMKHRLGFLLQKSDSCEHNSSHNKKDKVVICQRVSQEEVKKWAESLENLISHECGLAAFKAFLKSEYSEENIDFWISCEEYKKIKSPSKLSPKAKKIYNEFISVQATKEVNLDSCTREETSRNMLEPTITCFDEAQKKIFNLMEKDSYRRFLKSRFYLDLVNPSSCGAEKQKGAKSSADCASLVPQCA
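MLSMR compounds (23 nl, pin-transferred) preincubated 10 min at room temperature with a 500nM (2x) first reagent, then RGS4 at 900nM (2x) plus Transcreener GDP mix added; fluorescence polarization (620/688 nm) read before and after 90 min at 30 °C.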
GRP78 ERSR act: qHTS for Inducers of the Endoplasmic Reticulum Stress Response (ERSR) in Human Glioma: qHTS. U87-MG GRP78 promoter luciferase reporter, 16 h. Potency, µM, for the others: top-dose activation, usual class: activators. actives 0.02% (n = 420,000); further: potency means the concentration at half of the fitted maximal effect; series mostly up to about 76 µM; % of control where 0% means no effect; nearly all actives have a fitted effect of over 35% in size
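Stably transfected U87-MG human glioma cells carrying a GRP78-based luminescent sensor were seeded at 1000 cells/well, pin-dosed with compounds and incubated 16 h. Luciferase reagent was then added, and end-point luminescence was read after 10 min at room temperature.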
TrxR1 inh: qHTS Assay for Inhibitors of Mammalian Selenoprotein Thioredoxin Reductase 1 (TrxR1): qHTS; Thioredoxin reductase 1, cytoplasmic (Rattus norvegicus), O89049; recombinant rTrxR1, NADPH fluorescence consumption, selenite substrate; Potency, µM (doses to about 114 µM), for inactives: at the highest dose activity change, negative = inhibition, most hits filed as inhibitors; actives 1% (n = 390,000); AID 588453, 2011; further: potency means the concentration at half of the fitted maximal effect; on the % scale 0 is the no-effect control and ±100 the full control effect; nearly all actives have a fitted effect of over 65% in size
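Rat TrxR1 (90 nM in the dispensed reagent) was pre-reduced with 400 uM NADPH for 5 min at room temperature, then incubated with compound for 15 min. After 400 uM selenite was added, NADPH fluorescence (Ex 340/Em 450 nm) was followed for 8 min.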
IDH1 R132H inh: qHTS for Inhibitors of mutant isocitrate dehydrogenase 1 (IDH1): qHTS. IDH1-R132H enzyme, NADPH consumption, diaphorase/resazurin fluorescence. actives 0.093% (n = 390,000). Potency, µM (top dose mostly 76.6 µM), for inactives: at the top dose activity change, negative = inhibition, most hits filed as inhibitors; further: potency means the concentration at half of the fitted maximal effect; on the % scale 0 is the no-effect control and ±100 the full control effect; nearly all actives have a fitted effect of over 65% in size
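IDH1-R132H (0.5 ug/mL) preincubated 30 min with compound, then NADPH (0.016 mM) and alpha-KG (2 mM) added; 80 min at RT, pH 7.5. Remaining NADPH coupled via diaphorase/resazurin to fluorescence (540/590 nm); concentration-response curves normalized to no-enzyme control.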
USP1-UAF1 inh: Inhibitors of USP1/UAF1: Primary Screen. recombinant USP1/UAF1, Ub-Rhodamine cleavage fluorescence. Potency, µM (highest dose often 57.1 µM), inactives show at the highest dose activity change, negative = inhibition, hits mostly inhibitors. actives 0.23% (n = 390,000); further: potency means the concentration at half of the fitted maximal effect; on the % scale 0 is the no-effect control and ±100 the full control effect; nearly all actives have a fitted effect of over 60% in size; inactives centre near -12
Target sequence (O94782 whole entry, looked up): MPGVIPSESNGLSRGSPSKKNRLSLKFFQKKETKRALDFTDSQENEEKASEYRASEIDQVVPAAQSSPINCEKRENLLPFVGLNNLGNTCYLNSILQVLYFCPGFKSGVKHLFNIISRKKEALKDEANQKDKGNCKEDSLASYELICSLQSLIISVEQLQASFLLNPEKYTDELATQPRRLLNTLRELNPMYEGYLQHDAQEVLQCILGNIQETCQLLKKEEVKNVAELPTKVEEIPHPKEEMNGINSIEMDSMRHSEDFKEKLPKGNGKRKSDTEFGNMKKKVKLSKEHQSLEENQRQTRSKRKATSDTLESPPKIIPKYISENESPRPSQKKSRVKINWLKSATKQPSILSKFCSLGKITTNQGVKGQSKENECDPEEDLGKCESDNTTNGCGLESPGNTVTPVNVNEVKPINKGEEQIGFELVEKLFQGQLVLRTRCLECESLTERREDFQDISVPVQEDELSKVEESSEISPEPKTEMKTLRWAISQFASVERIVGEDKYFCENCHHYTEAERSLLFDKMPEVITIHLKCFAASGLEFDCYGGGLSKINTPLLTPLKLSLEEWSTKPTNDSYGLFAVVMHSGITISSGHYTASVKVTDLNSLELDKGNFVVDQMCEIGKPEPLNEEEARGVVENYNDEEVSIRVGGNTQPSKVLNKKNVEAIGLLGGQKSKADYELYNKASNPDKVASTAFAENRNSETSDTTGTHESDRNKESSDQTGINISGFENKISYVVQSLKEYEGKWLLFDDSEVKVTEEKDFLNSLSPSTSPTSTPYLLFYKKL
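USP1/UAF1 complex (1 nM) preincubated 15 min at room temperature with compound, then Ub-Rho substrate (150 nM final) added. Kinetic fluorescence at 480/540 nm over 6 reads at 60 s intervals; 50 mM HEPES pH 7.8, 0.5 mM EDTA, 0.1 mg/ml BSA, 1 mM TCEP, 0.01% Tween-20.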
Vif-APOBEC3F blk: qHTS for Inhibitors of Vif-A3F Interactions: qHTS. HeLa A3F-eYFP + Vif (tagged APOBEC3F with the HIV-1 protein that degrades it), YFP fluorescence increase. Potency, µM (top dose mostly 46.1 µM), inactives show at the top dose activity, negative = active. actives 0.2% (n = 390,000). AID 602313, 2012; further: potency means the concentration at half of the fitted maximal effect; % of control where 0% means no effect; nearly all actives have a fitted effect of over 65% in size
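HeLa cells stably expressing Vif plus C-terminally eYFP-tagged A3F were seeded, incubated overnight at 37 deg C, dosed with compound, incubated overnight again at 37 deg C. Yellow fluorescence (Ex 488/Em 500-530) reported blocked Vif-mediated A3F-eYFP degradation.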
* hit, by the source's call; ? = inconclusive; nt = no result given; & = joins results of further samples; [ ] = another dose, or the depositor's remark. Unless noted, the call rests on the fitted dose curve; in most records, active means well fitted curve in the direction sought with a large enough effect; inconclusive means small, poorly fitted or top-dose-only effect, or another doubt; inactive means no such curve, though single readings can be large; an effect the other way counts as inactive or inconclusive. A portion of the library; count on the stated rates, not on these rows.

SMILES	LDHA inh	TrxR1 substrate	Vif-APOBEC3G blk	RGS4 inh	GRP78 ERSR act	TrxR1 inh	IDH1 R132H inh	USP1-UAF1 inh	Vif-APOBEC3F blk
O=S(=O)(NC1CCCC1)c1ccc(Br)s1	-9	9%[57.1 µM]	-3%	-10%	0%	-3%	0%	?	-7%
O=C(CSc1ncn[nH]1)N1N=C(c2ccc(Cl)cc2)CC1c1ccco1 (stereo not drawn)	0	-5%	-11%	1%	-3%	11%	1%	-20%	0%
CC(C)COC(=O)N(C)C[C@H]1OCc2cn(nn2)CCCC(=O)N([C@H](C)CO)C[C@@H]1C	-2	nt	-2%	nt	-3%	nt	4%	-28%	-1%
COc1cccc(NC(=O)C2CCN(S(=O)(=O)c3c(C)noc3C)CC2)c1	-4	-10%	1%	2%	-3%	-3%	-11%	?	5%
CCc1nc(NCCN2CCOCC2)c(C#N)c2c1CCCC2	-5&0	0%	-1%	-2%	-3%	17%[57.1 µM]	10%	-1%	-3%
COc1ccc(C)cc1NC(=O)c1sc2ncn(CC(=O)N3CCCCC3)c(=O)c2c1C	-1	8%	1%	-6%	1%	-18%	0%	-22%	-2%
Nc1nnc(CC(=O)N/N=C/c2ccc([N+](=O)[O-])cc2)s1	-4	-8%	-2%	-16%[56.9 µM]	-2%	-3%	0%	-16%	-4%
O=C(NCc1ccncc1)c1cccc(Cn2cc(Br)cn2)c1	1	-7%	0%	-47%	-4%	33%[57.1 µM]	9%	-14%	3%
Cc1ccc2[nH]c(=O)c(CN(CCCN3CCOCC3)C(=O)Nc3cccc(Cl)c3)cc2c1	-8	-14%	-4%	-1%	-1%	-18%	-6%	-6%	2%
COCCCNC(=S)N1CCN(c2nc(C)nc3sc4c(c23)CCCC4)CC1	-6	2%	-1%	-38%	-4%	19%	3%	-24%	2%
O=C(COC(=O)C1CC1)Nc1ncc(C(F)(F)F)cc1Cl	-1	1%[11.4 µM]	0%	-12%	0%	10%[11.4 µM]	-1%	-10%	-2%
O=C(CN1C(=O)c2cccc3cccc(c23)C1=O)N1CCOCC1	-1	40%[activator][57.1 µM]	0%	-1%	0%	-10%	-2%	-4%	-12%
Cc1ccccc1CN1CCSc2sccc2C1=O	1	-2%	-1%	-17%	-4%	-4%	17%	-21%	2%
O=C(COc1ccccc1C(=O)NCc1ccccc1)Nc1ccc(Br)cc1	-1	13%	-2%	nt	-6%	10%	nt	nt	nt
CC(=O)c1cccc(OC(=O)Oc2cccc(C(C)=O)c2)c1	-3	3%	-6%	3%	-5%	-10%	5%	-3%	?
CC[C@H](C)[C@H]1CNC(=O)C(=O)N1CC1CCN(CCc2ccc(Cl)c(Cl)c2)CC1	2	5%	2%	-9%	-1%	16%	6%	-32%	7%
Cc1cc(C)n(-c2nnc(Nc3cc(Cl)ccc3C)c3ccccc23)n1	-5	1%[57.1 µM]	nt	-10%	nt	12%[57.1 µM]	nt	-4%	nt
O=C(CSc1ccc(Cl)cc1)OCC(=O)N1CCN(c2ccccc2)CC1	-1	-14%	-1%	23%	-3%	-7%	7%	-7%	3%
CCOC(=O)C1CCN(c2c(C(=O)c3ccc(OCC)cc3)cnc3ccc(OC)cc23)CC1	-5	-5%	-1%	32%	-4%	10%	0%	-12%	-10%
CCN(CC(=O)NCc1cccs1)S(=O)(=O)c1cc(NC(C)=O)ccc1OC	-1	-1%	1%	4%	0%	3%	4%	0%	-8%

Random excerpt: four records from the list.
SMILES	LDHA inh	TrxR1 substrate	Vif-APOBEC3G blk	RGS4 inh	GRP78 ERSR act	TrxR1 inh	IDH1 R132H inh	USP1-UAF1 inh	Vif-APOBEC3F blk
COc1cccc(NC(=O)C2CCN(S(=O)(=O)c3c(C)noc3C)CC2)c1	-4	-10%	1%	2%	-3%	-3%	-11%	?	5%
Nc1nnc(CC(=O)N/N=C/c2ccc([N+](=O)[O-])cc2)s1	-4	-8%	-2%	-16%[56.9 µM]	-2%	-3%	0%	-16%	-4%
Cc1ccc2[nH]c(=O)c(CN(CCCN3CCOCC3)C(=O)Nc3cccc(Cl)c3)cc2c1	-8	-14%	-4%	-1%	-1%	-18%	-6%	-6%	2%
O=C(CN1C(=O)c2cccc3cccc(c23)C1=O)N1CCOCC1	-1	40%[activator][57.1 µM]	0%	-1%	0%	-10%	-2%	-4%	-12%

Further entries:
SMILES	LDHA inh	TrxR1 substrate	Vif-APOBEC3G blk	RGS4 inh	GRP78 ERSR act	TrxR1 inh	IDH1 R132H inh	USP1-UAF1 inh	Vif-APOBEC3F blk
CCOC(=O)C1CCN(C(=O)c2cccc(S(=O)(=O)NCc3ccccc3)c2)CC1	2	1%	-4%	1%	-1%	24%	-2%	-21%	-3%
CCOC(=O)c1c(C)oc2nc(C)nc(N3CCN(c4ccccc4)CC3)c12	-3	0%	-8%	-10%	0%	13%	-2%	-27%	1%
COCCN(C(=O)CSCC(=O)Nc1cccc(C)c1)c1c(N)n(Cc2ccccc2)c(=O)[nH]c1=O	-2	-3%	0%	3%	-1%	-3%	2%	?	6%
CCCNC(=O)COC(=O)c1c2c(nc3ccccc13)CCC2	-2	13%	-6%	-1%	0%	21%	-5%	-10%	5%
CSc1cccc(CNC(=O)CC2C(=O)NCCN2CC(C)(C)C)c1 (stereo not drawn)	9	-3%[57.1 µM]	0%	-29%	0%	-7%[57.1 µM]	8%	-29%	1%
O=C(NC1CCCCCC1)C1c2ccccc2C(=O)N1C1CC1 (stereo not drawn)	-9	5%	0%	46%	-2%	8%	8%	-8%	-4%
COc1cccc(C(=O)C(C#N)=C(SC)SC)c1	-4	-1%	?	?	-13%	20µM*	-2%	-22%	6%
O=C(Cn1ncc2c(=O)oc3ccccc3c21)N(Cc1ccco1)C1CCCCC1	-6	5%[57.1 µM]	-6%	-17%	-3%	19%[57.1 µM]	0%	-7%	-5%
O=C(CSc1nnc(NC(=O)C2CCCCC2)s1)NCc1ccco1	-16	8%[57.1 µM]	-4%	-5%	-3%	15%[57.1 µM]	3%	-16%	2%
COc1ccccc1NC(=O)N(Cc1cccs1)Cc1cc2cc3c(cc2[nH]c1=O)OCO3	-2	21%	-17%	-18%	-1%	9%	3%	-24%	6%
COC(=O)c1c(C)[nH]c(C(=O)NCCc2ccc(S(N)(=O)=O)cc2)c1C	-6	4%[57.1 µM]	2%	16%	-5%	15%[57.1 µM]	1%	-12%	15%
COc1cccc(NC(=S)N(CCN2CCCCC2)Cc2ccco2)c1	-3	0%	2%	0%	-6%	-6%	3%	-17%	9%
Cc1ccc2cc(CNC[C@H]3O[C@@H](n4cc(C)c(=O)[nH]c4=O)C[C@@H]3O)c(N3CCOCC3)nc2c1	-4	nt	2%	nt	0%	nt	-2%	-15%	-4%
Cc1ccc(S(=O)(=O)N2CCN(C(=O)N(c3ccccc3)c3ccccc3)CC2)cc1	-7	6%	1%	19%	0%	23%	0%	-15%	-4%
Cc1ccc(S(=O)(=O)NC(=O)c2ccc(Br)o2)c(C)c1	-2	-6%	-1%	-7%	-2%&-3%	-5%	2%	-30%	3%
CC(NC(=O)CN(c1ccc(F)cc1)S(C)(=O)=O)c1ccccc1 (stereo not drawn)	-2	-3%[57.1 µM]	0%	-22%	-3%	14%[57.1 µM]	-1%	-29%	3%
COc1ccc(CNC(=O)[C@H](C)NC(=O)C2CCN(C(=O)[C@@H](N)CCSC)CC2)cc1	-8	5%	-1%	11%	-4%	5%	-3%	-15%	-2%
CCCc1cc(=O)n2[nH]c(C)c(-c3ccc(OC)cc3)c2n1	-4&-5	-1%	1%	8%	3%	16%	-8%	-18%	3%

Record cards, as listed above. Screens in order: LDHA inh, TrxR1 substrate, Vif-APOBEC3G blk, RGS4 inh, GRP78 ERSR act, TrxR1 inh, IDH1 R132H inh, USP1-UAF1 inh, Vif-APOBEC3F blk
Shown for COCCN(C(=O)CSCC(=O)Nc1cccc(C)c1)c1c(N)n(Cc2ccccc2)c(=O)[nH]c1=O : -2, -3%, 0%, 3%, -1%, -3%, 2%, ?, 6%
Shown for CCCNC(=O)COC(=O)c1c2c(nc3ccccc13)CCC2 : -2, 13%, -6%, -1%, 0%, 21%, -5%, -10%, 5%
Shown for COc1cccc(NC(=S)N(CCN2CCCCC2)Cc2ccco2)c1 : -3, 0%, 2%, 0%, -6%, -6%, 3%, -17%, 9%
